# Screens: PubChem BioAssay, Johns Hopkins Ion Channel Center
# ANO1 activ – activates or potentiates the mouse TMEM16A chloride channel; 340,000 compounds, 0.3% hits; HEK293 TMEM16A/YFP-H148Q/I152L, iodide quench fluorescence; stronger effect = lower value; B-score at 10 µM; Q8BHY3;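 active means fluorescence-ratio B-score plate-corrected deviation score at least 3 library SD below zero, with starting fluorescence score within 5 deviations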;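 further: channel opened by trigger with iodide after compound preincubation; score built on the fluorescence ratio of max minus min over baseline; more negative score means more quench and so TMEM16A activation or potentiation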
# Target sequence (Q8BHY3 whole entry, looked up): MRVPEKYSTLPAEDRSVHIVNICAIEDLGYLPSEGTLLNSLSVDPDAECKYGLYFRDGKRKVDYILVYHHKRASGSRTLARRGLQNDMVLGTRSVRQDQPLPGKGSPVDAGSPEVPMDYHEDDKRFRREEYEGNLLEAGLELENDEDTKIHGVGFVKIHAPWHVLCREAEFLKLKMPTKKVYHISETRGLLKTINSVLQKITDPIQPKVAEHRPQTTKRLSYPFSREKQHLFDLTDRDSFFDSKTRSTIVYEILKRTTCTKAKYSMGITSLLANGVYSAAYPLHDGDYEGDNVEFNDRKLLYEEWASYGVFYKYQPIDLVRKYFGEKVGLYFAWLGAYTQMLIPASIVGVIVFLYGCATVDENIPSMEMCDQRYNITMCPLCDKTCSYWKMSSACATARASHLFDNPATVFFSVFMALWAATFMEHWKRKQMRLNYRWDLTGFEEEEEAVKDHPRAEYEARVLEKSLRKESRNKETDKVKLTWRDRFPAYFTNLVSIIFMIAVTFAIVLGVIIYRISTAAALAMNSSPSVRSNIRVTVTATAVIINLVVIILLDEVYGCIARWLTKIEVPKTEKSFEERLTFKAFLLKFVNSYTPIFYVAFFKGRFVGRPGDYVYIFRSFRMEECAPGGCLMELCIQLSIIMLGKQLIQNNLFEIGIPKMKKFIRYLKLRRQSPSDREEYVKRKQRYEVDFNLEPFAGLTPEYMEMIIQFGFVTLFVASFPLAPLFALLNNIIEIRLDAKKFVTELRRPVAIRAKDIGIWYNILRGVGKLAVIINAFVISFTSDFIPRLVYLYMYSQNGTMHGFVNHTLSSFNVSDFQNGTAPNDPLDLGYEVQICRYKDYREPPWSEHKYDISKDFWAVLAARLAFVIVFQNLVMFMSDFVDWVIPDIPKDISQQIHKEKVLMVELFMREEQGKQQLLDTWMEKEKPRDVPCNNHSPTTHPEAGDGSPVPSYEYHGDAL
# Active calls of the source: *; i = inactive.
SMILES,ANO1 activ
COc1ccc(S(=O)(=O)N2CCCCC2)cc1NC(=O)CSc1ncccn1,i
Cc1noc(C)c1CSCC(=O)Nc1cccc(C(F)(F)F)c1,i
CC(NC(=O)c1ccco1)C(=O)N1CCN(c2cccc(Cl)c2)CC1 (centres undefined),i
COc1cc(OC)cc(C(=O)Nc2ncn[nH]2)c1,i
O=S(=O)(c1ccc(NCCOCCO)nc1)N1CCCCC1,i
CC(OC(=O)Cc1c(F)cccc1Cl)C(=O)NC1CCCCC1C (centres undefined),i
Cc1cccc(CN(C)C)c1CC(O)(c1ccccc1)c1ccccc1,i
C=CCC[C@H](Cc1ccc(F)cc1)C(=O)OC[C@@H](C)NC(=O)[C@H](CC=C)CC(=O)NCCO,i
CCCC(/C=C/c1ccc(OC(C)=O)cc1)=C1/c2ccccc2C(=O)N1c1ccccc1,i
Cc1nn(-c2ccccc2)c(Cl)c1C(=O)OCC(=O)NCCc1ccc(S(N)(=O)=O)cc1,i
O=C(NN=Cc1c(O)ccc2ccccc12)c1ccncc1,i
CC(C)Cn1c(-c2cccc(S(=O)(=O)N3CCOCC3)c2)n[nH]c1=S,i
O=C(Cn1cc([N+](=O)[O-])ccc1=O)N1CCc2ccccc2C1,i
CC1CN(C(=O)c2cccc(S(=O)(=O)N3CCN(c4ccccc4)CC3)c2)CC(C)O1 (centres undefined),i
C[C@H](CO)N1C[C@H](C)[C@@H](CN(C)S(=O)(=O)c2ccccc2)Oc2ccc(NC(=O)Cn3cnnn3)cc2C1=O,i
O=C(Nc1ccc(Cl)cc1Cl)c1ccc2c(c1)OCCO2,i
O=C(C[C@H]1C/C=C/CC[C@@H](Cc2ccc(F)cc2)C(=O)O[C@@H](c2ccccc2)CNC1=O)NCCO,i
CCOc1ccc2oc(-c3ccccc3)c(C(=O)N3CCN(CCO)CC3)c2c1,i
CSc1ccc(/C=C(\C(=O)O)c2ccc(S(=O)(=O)N3CCCC3)s2)cc1,i
CCN1C(=O)CC2CCCC1C2 (centres undefined),i
Cc1ccc(NC2(C(N)=O)CCCC2)cc1,i
CCN(CC(=O)Nc1ccc(N2CCOCC2)cc1)C(=O)Cc1ccccc1,-32*
Cc1cc(Cl)ccc1NC(=O)CN1C(=O)C(=O)N(C2CCCC2)C1=O,i
CCN(CC(=O)Nc1ccc(NC(C)=O)cc1)C(=O)CCCc1c[nH]c2ccccc12,i
Cc1nn(-c2ccccc2)c(Cl)c1/C=C(/CC(=O)O)c1nc2ccccc2s1,i

# Next records.
SMILES,ANO1 activ
CC1(C)C(=O)CCC2(C)C1=CCC1C2C(=O)CC2(C)C1CCC2(O)C(=O)CO (centres undefined),i
Cc1noc(C)c1NC(=O)Nc1cccc2c1O[C@H](CN(C)C(=O)Nc1ccccc1)[C@@H](C)CN([C@H](C)CO)C2=O,i
Cc1c(C(=O)N2CCN(Cc3cccs3)CC2)oc2ccccc12,i
CC(C(=O)N1CCN(C(=O)c2ccco2)CC1)N1C(=O)NC2(CCCCC2C)C1=O (centres undefined),i
CCC1(c2ccccc2)NC(=O)N(CC(=O)NC2CCCC2)C1=O (centres undefined),i
Cn1nnnc1Sc1ncnc2scc(-c3ccc[nH]3)c12,i
CCC1(c2ccc(F)cc2)NC(=O)N(CC(=O)Nc2ccc3c(c2)OCCO3)C1=O (centres undefined),i
CC1CCCC(NC(=O)COC(=O)[C@@H](NC(=O)c2ccc(F)cc2)C(C)C)C1C (some centres undefined),i
COc1cc2ccccc2cc1C(=O)N1CCc2ccccc21,i
CCc1ccc(N2CC(C(=O)OCc3nc4ccsc4c(=O)[nH]3)CC2=O)cc1 (centres undefined),i
NC(=O)C1CCN(C(=O)c2ccc(-c3ccccc3Cl)o2)CC1,i
Cc1cnc(NC(=O)c2ccc3c(c2)OCCO3)s1,i
CN1CCN(CC(C)(C)NS(=O)(=O)c2ccccc2)CC1,i
COc1ccc(S(=O)(=O)N(CCCN2CCCC2=O)Cc2cc3c(C)cc(C)cc3[nH]c2=O)cc1,i
COc1ccc(-c2nnc(SCC(=O)Nc3c(Cl)cc(Cl)cc3C(=O)O)o2)cc1,i
O=C1NC(=S)SC1=Cc1ccc(F)cc1,i
CC1c2ccccc2-c2ccccc2N1C (centres undefined),i
O=C(CNS(=O)(=O)c1ccc(Br)cc1Cl)OCC(=O)N1CCCC1=O,i
CC1(C)Oc2ccc3ccc(=O)oc3c2C[C@H]1O[C@@H]1O[C@H](CO)[C@@H](O)[C@H](O)[C@H]1O,i
CC(=O)c1ccc(-c2ccc(C(=O)Nc3nc(C)c(C(C)=O)s3)o2)cc1,i
CCC(CCNC(=O)c1ccccc1)(CCNC(=O)c1ccccc1)[N+](=O)[O-],i
CC(=O)Nc1ccc(C(=O)OCC(=O)N2CC3(C)CC2CC(C)(C)C3)cc1 (centres undefined),i
COc1ccc(NC(=O)Cc2ccc(C)cc2)cc1S(=O)(=O)N1CCCCC1,i
CCCN(CC1CC1)C(=O)COC(=O)c1ccc(C)cc1O,i
COc1cc(OC)cc(C(=O)OCC(=O)NC(c2ccccc2)c2ccccc2)c1,i

# Quoted at random: 6 entries already listed, in no set order.
SMILES,ANO1 activ
CCc1ccc(N2CC(C(=O)OCc3nc4ccsc4c(=O)[nH]3)CC2=O)cc1 (centres undefined),i
CC1(C)C(=O)CCC2(C)C1=CCC1C2C(=O)CC2(C)C1CCC2(O)C(=O)CO (centres undefined),i
CC(=O)Nc1ccc(C(=O)OCC(=O)N2CC3(C)CC2CC(C)(C)C3)cc1 (centres undefined),i
Cc1cnc(NC(=O)c2ccc3c(c2)OCCO3)s1,i
CC1c2ccccc2-c2ccccc2N1C (centres undefined),i
Cc1noc(C)c1NC(=O)Nc1cccc2c1O[C@H](CN(C)C(=O)Nc1ccccc1)[C@@H](C)CN([C@H](C)CO)C2=O,i

# Next part:
SMILES,ANO1 activ
CCOC(=O)C1=C(COC(=O)[C@@H](NC(=O)c2cccc(C)c2)C(C)C)NC(=O)NC1C (some centres undefined),i
CC(C)(C)c1ccc(C(=O)OCC(=O)N2CCC(c3ccccc3)=N2)cc1,i
CC(=O)c1cccc(N2C(=O)CC(N3CCN(S(=O)(=O)c4ccc(Cl)cc4)CC3)C2=O)c1 (centres undefined),i
CC12CCC(=O)N1C(C(=O)N1CCN(c3cccc(Cl)c3)CC1)CS2 (centres undefined),i
Cc1ccc(S(=O)(=O)N2CCCN(Cc3nc4ccccc4c(=O)[nH]3)CC2)cc1,i
C[C@@H](OC(=O)N1CCCCC1)[C@H]1O[C@]2(C)CCCC[C@H]1O2,i
N#CC(OC(=O)c1ccccc1)c1cccc([N+](=O)[O-])c1 (centres undefined),i
Cc1cc(C)n2nc(C(=O)OCC(=O)N(C)C3CCS(=O)(=O)C3)nc2n1 (centres undefined),i
O=C(C=Cc1ccccn1)c1ccccc1O,i
O=C(NN=Cc1ccc(O)cc1)c1ccccc1NS(=O)(=O)c1cccs1,i
Cc1ccc(-c2cc(C(=O)N3CCN(C4CCS(=O)(=O)C4)CC3)c3ccccc3n2)cc1 (centres undefined),i
CCCCC(CC)CO (centres undefined),i
CC(NC(=O)COc1ccccc1)C(=O)N1CCN(c2ccccc2)CC1 (centres undefined),i
Cc1noc(C)c1NC(=O)N(C)C[C@@H]1Oc2ccc(NC(=O)CCC(F)(F)F)cc2CC(=O)N([C@@H](C)CO)C[C@@H]1C,i
CCc1noc(C)c1C(=O)N(CC(C)C)c1c(N)n(Cc2ccccc2)c(=O)[nH]c1=O,i
CCOc1ccccc1N1CCN(C(=O)c2cc(S(=O)(=O)N3CCCCC3)ccc2C)CC1,i
O=C(CN1CSCC1=O)N1CCN(S(=O)(=O)c2cccc(F)c2)CC1,i
CCn1cc(C(=O)OCC(=O)Nc2ccccc2OC(F)F)c(=O)c2ccc(C)nc21,i
O=C1CS(=O)(=O)N(Cc2cccc(F)c2)c2ccc(Br)cc21,i
CC(C)Cn1cnc2c(SCc3ccccc3F)nc(N)nc21,i
Cc1sc2nc(CSCC(=O)Nc3ccc(Cl)cc3F)[nH]c(=O)c2c1C,i
COc1ccc(Cl)cc1NC(=O)CN(C)C(=O)Cn1cnnn1,i
O=C(Cc1n[nH]c(=O)c2ccccc12)OCC(=O)c1ccccc1,i
CCOc1cc(N2CCOCC2)c(OCC)cc1NC(=O)COC(=O)c1c(CC)noc1C,i
O=C(Nc1ccc(C(F)(F)F)cc1)c1ccccc1-n1cnnn1,i

# Following part
SMILES,ANO1 activ
CCCN(CC(=O)Nc1ccccc1OC)C(=O)CNC(=O)c1ccc(C)s1,i
CC(=O)NC12CC3CC(C1)CC(C(=O)Nc1cccc(S(=O)(=O)N4CCCCCC4)c1)(C3)C2,i
CC(C)(C)CNC(=O)c1cccc2c1C(=O)c1ccc(-c3cc4ccccc4o3)cc1S2(=O)=O,i
COc1ccc(N2CCN(CC(=O)NC(=O)NCc3ccccc3)CC2)cc1,i
COc1ccc(-c2cc(C(=O)N3CCN(c4ccccc4O)CC3)c3ccccc3n2)cc1,i
CN(CC(=O)Nc1ccc(OC(F)(F)F)cc1)C(=O)Cn1c(=O)cnc2ccccc21,i
CC1(C)SC2C(NC(=O)C3(N)CCCCC3)C(=O)N2C1C(=O)O (centres undefined),i
CCN1CCN(c2ccc(S(=O)(=O)N3CCOCC3)cc2NC(=O)c2ccc(C)cc2C)CC1,i
Cc1ccnn1-c1ccc(C(=O)N2CCCN(S(=O)(=O)c3ccc(F)cc3)CC2)cc1,i
CC[C@H]1C(=O)[C@@H](Cc2ccccc2)[C@@H]2CCN3C(=O)CCC[C@H]1[C@H]23,i
CSc1nc(-c2ccccc2)nc(C(C)C)n1,i
COc1ccc(CNC(=O)c2csc3c2CCCC3)cc1,i
COc1ccccc1CCC(=O)Nc1ccc(OC)c(S(=O)(=O)N2CCCCC2)c1,i
COC(=O)c1[nH]c2ccc(F)cc2c1NC(=O)CCN1CCN(Cc2ccc3c(c2)OCO3)CC1,i
CCOc1ccc(NC(=O)c2ccco2)cc1S(=O)(=O)N1CCCC1,i
CCN1C[C@@H]2[C@@H]3C(=O)N(C)C(=O)[C@@H]3[C@](C)(C1=O)N2C(=O)c1ccc(C(C)(C)C)cc1,i
CCc1sc(C(=O)N2CCN(CC(=O)Nc3cccc(F)c3)CC2)cc1C,i
COc1cc(C(C)=O)ccc1OC(C)C(=O)Nc1ccc(S(=O)(=O)N2CCCC2)cc1 (centres undefined),i
COc1ccc(/C=C/C(=O)Nc2cccc(S(=O)(=O)N3CCOCC3)c2)cc1OC,i
CCN(CC(=O)N1CCC(C(N)=O)CC1)S(=O)(=O)c1cc(Cl)ccc1Cl,i
CC1(C)O[C@@H]2[C@H](O1)[C@@H](CO)O[C@H]2n1cnc2c(N)ncnc21,i
COc1cc2cnc(-c3ccccc3)c(C(=O)c3ccc(OCc4ccccc4)cc3)c2cc1OC,i
O=C(O)c1nnsc1-c1csnn1,i
CCCN(CC(=O)Nc1ccccc1C)C(=O)Cc1n[nH]c(=O)c2ccccc12,i
C[C@H]1CN([C@@H](C)CO)C(=O)c2cccc(NC(=O)C3CC3)c2O[C@H]1CN(C)CC1CCCCC1,i

# Additional entries.
SMILES,ANO1 activ
O=C(COc1ccccc1F)N1N=C(c2cccs2)CC1c1ccco1 (centres undefined),i
C=CCn1c(SCC(=O)NCC(c2ccccc2)N(C)C)nnc1C1CCCCC1 (centres undefined),i
CCC1Nc2ncnc(N3CCN(c4ccccn4)CC3)c2N(Cc2ccc(Br)cc2)C1=O (centres undefined),i
COc1ccc(CCC(=O)Nc2ccc(S(=O)(=O)N3CCCC3)cc2)cc1OC,i
CCc1ccc(C(=O)CSc2nnc(C3CC3)n2C2CC2)cc1,i
NC(=S)N=Nc1c(O)[nH]c2c(Cl)cc(Cl)cc12,i
Cn1c(=O)c2[nH]c(CCCCc3nc4ccccc4[nH]3)nc2n(C)c1=O,i
COc1ccc2c(c1)OC[C@H]1[C@H]2N2C(=O)CN(C)C(=O)[C@@]2(C)[C@H]1c1ccccc1,i
CCN1C[C@@H]2[C@@H]3C(=O)N(Cc4ccccc4)C(=O)[C@@H]3[C@](Cc3ccccc3)(C1=O)N2C(=O)c1ccc(C)cc1,i
CCCCOc1ccc(C(=O)NCC(=O)NCC(c2cccs2)N2CCOCC2)cc1 (centres undefined),i
COc1ccccc1NS(=O)(=O)c1cccc(NS(=O)(=O)c2ccc(Cl)c(C(=O)O)c2)c1,i
CN(C(=O)Nc1cccc([N+](=O)[O-])c1)c1ccccc1,i
O=C(COC(=O)c1ccc(F)c(S(=O)(=O)N2CCOCC2)c1)NC1CC1,i
Cc1ccc(S(=O)(=O)N(CCCc2c(C)nc[nH]c2=O)c2ccccc2)cc1,i
COc1ccc(S(=O)(=O)N2CCOCC2)cc1NC(=O)c1c(-c2ccccc2)noc1C,i
CC1=NN(c2nc(N)nc(/C(C#N)=C/c3ccc([N+](=O)[O-])o3)n2)C(C)(C)C1,i
CC(C)c1cccc(C2=CC(=O)C[C@H](c3ccc(F)cc3)C2)c1,i
O=C(NC1CCN(Cc2ccccc2)C1)c1cccc(S(=O)(=O)N2CCOCC2)c1 (centres undefined),i

# An excerpt of these results, with bars between the fields.
Molecule | ANO1 activ
C[C@@H](OC(=O)N1CCCCC1)[C@H]1O[C@]2(C)CCCC[C@H]1O2 | i
N#CC(OC(=O)c1ccccc1)c1cccc([N+](=O)[O-])c1 (centres undefined) | i
Cc1cc(C)n2nc(C(=O)OCC(=O)N(C)C3CCS(=O)(=O)C3)nc2n1 (centres undefined) | i
O=C(C=Cc1ccccn1)c1ccccc1O | i

# Sorted by number of heavy atoms (ascending): 5 of the compounds above
SMILES,ANO1 activ
CN(C(=O)Nc1cccc([N+](=O)[O-])c1)c1ccccc1,i
O=C(COC(=O)c1ccc(F)c(S(=O)(=O)N2CCOCC2)c1)NC1CC1,i
C=CCn1c(SCC(=O)NCC(c2ccccc2)N(C)C)nnc1C1CCCCC1 (centres undefined),i
COc1ccccc1NS(=O)(=O)c1cccc(NS(=O)(=O)c2ccc(Cl)c(C(=O)O)c2)c1,i
CCN1C[C@@H]2[C@@H]3C(=O)N(Cc4ccccc4)C(=O)[C@@H]3[C@](Cc3ccccc3)(C1=O)N2C(=O)c1ccc(C)cc1,i

# Gathered by group, the entries above with a cyano group.
SMILES,ANO1 activ
N#CC(OC(=O)c1ccccc1)c1cccc([N+](=O)[O-])c1 (centres undefined),i
CC1=NN(c2nc(N)nc(/C(C#N)=C/c3ccc([N+](=O)[O-])o3)n2)C(C)(C)C1,i

# The list is partial; rates above refer to the full screens.
